# MrgX1 antag: blocks BAM8-22 activation of human MrgX1 receptor. Q96LB2. MRGX1-HEK293 calcium flux, Fluo-4, BAM8-22 antagonism; hits give low values. B-score at 10 µM. actives 1.3% (n = 310,000);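 active means calcium-response B-score plate-corrected more than 3 library SD below zero, starting fluorescence within 5 deviations, no agonist response on first addition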;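 further: peak minus trough fluorescence over baseline after final BAM8-22 challenge near maximal dose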
# MrgX1 allo act: human MrgX1 positive allosteric modulation, primary screen; MrgX1-HEK293, Fluo-4 calcium flux, FDSS; hits give high values; B-score at 10 µM; actives 0.63% (n = 310,000); AID 588675;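 active means plate-corrected calcium response at least 3 library SD above typical, normal starting fluorescence, not activating the receptor alone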;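 further: compound read alongside a low EC10 to EC30 dose of BAM8-22 agonist; peak minus trough fluorescence over baseline measured at the second addition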
# TRPC6 inhibitor: blocks the mouse TRPC6 cation channel; HEK293-TRPC6, membrane potential dye, ACh-evoked depolarization; hits give low values; B-score at 10 µM; actives 1.1% (n = 310,000);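 active means B-score under library mean minus 3 SD, initial fluorescence not abnormally high, positive integrated signal ratio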;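 further: B-score derived from integrated fluorescence ratio over the kinetic read; more negative B-score means stronger inhibition of depolarization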
# Target sequence (Q61143 whole entry, looked up): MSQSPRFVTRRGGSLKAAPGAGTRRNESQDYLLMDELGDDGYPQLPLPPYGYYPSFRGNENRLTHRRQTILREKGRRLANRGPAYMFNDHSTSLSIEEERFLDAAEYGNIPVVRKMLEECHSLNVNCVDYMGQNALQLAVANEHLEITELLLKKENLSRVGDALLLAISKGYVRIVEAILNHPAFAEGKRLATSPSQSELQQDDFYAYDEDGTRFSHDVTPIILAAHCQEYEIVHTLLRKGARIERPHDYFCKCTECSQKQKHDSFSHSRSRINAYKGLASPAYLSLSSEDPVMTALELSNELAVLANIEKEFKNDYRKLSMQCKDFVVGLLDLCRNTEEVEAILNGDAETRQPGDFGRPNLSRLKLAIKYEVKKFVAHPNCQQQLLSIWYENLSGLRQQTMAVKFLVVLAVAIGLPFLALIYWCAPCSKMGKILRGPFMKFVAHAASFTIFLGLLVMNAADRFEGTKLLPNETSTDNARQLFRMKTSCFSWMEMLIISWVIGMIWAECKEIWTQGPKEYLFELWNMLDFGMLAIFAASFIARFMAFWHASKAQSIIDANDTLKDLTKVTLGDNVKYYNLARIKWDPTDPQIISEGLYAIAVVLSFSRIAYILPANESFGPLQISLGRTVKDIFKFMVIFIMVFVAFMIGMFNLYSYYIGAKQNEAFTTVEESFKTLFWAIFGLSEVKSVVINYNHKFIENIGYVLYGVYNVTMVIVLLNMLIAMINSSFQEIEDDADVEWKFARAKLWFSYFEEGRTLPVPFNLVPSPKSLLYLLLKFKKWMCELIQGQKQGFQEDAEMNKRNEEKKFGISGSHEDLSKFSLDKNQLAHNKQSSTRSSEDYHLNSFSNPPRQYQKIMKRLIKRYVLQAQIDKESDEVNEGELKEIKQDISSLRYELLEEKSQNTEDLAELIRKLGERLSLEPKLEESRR
# TRPC4 agonist: activators of mouse TRPC4 channel | actives 0.49% (n = 310,000) | B-score at 10 µM | AID 2237 | HEK293 TRPC4beta/mu-opioid, Fluo4 calcium fluorescence; hits give high values;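 active means B-score above 5 SD of library B-scores, and initial fluorescence ratio not above library mean plus 5 SD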;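 further: positive B-score marks a calcium rise read as TRPC4 activation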
#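 Assay system: HEK293 cells stably co-expressing mouse TRPC4beta and mu-opioid receptor / Timing: Fluo4 dye loading 45 min at room temperature, 110 s recording / Signal: Fluo4 calcium-sensitive dye fluorescence, kinetic, 1 Hz baseline / Read-out: integrated baseline-normalised fluorescence ratio, converted to per-well B score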
# AI-2 QS modul: modulators of Vibrio harveyi AI-2 quorum sensing system; actives 0.4% (n = 300,000); Vibrio harveyi JMH597 AI-2 luminescence/OD600 ratio, 9 h; hits give low values; strain lacks LuxN and CqsS sensors; 0 = neutral-control median; activity change, % at 7.5 µM; in the data active means activity change below about -75%, passing the limit was not always enough;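 further: luminescence divided by OD600 gain over 9 h not by final OD600 alone; inactives centre near 13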
# MrgX1 agonist: human MrgX1 receptor agonism, primary screen. Q96LB2. MrgX1-HEK293 cells, Fluo-4 calcium fluorescence, agonist mode; hits give high values. B-score at 10 µM. actives 0.44% (n = 310,000). AID 588627;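 active means calcium response B-score plate-corrected fluorescence ratio at least 3 library SD, with starting fluorescence B-score inside 5 SD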
#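 Test system: Stable human MrgX1 HEK293 cell line | Schedule: Overnight plating before 1 h dye loading | Read-out basis: Baseline-normalised fluorescence change ratio, B-scored | Detection: Kinetic calcium dye fluorescence, Fluo-4 NW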
# TRPC4 block: TRPC4 (mouse) channel inhibition. AID 2247. actives 0.39% (n = 300,000). HEK293 TRPC4beta/mu-opioid, DAMGO-evoked Fluo4 calcium flux; hits give low values. B-score at 10 µM. Q9QUQ5;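 active means B-score over 3 SD under the library average, no early fluorescence shift, positive overall ratio signal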
#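 Assay system: HEK293 cells with stable TRPC4beta plus mu-opioid receptor expression; Probe or stimulus: DAMGO in two steps, submaximal then maximal; Dosing: single-point compound dosing; Measured by: Fluo4 calcium-dye fluorescence, kinetic read; Read-out basis: B score from integrated Fluo4 fluorescence ratio.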
# TRPC6 activator: activators of mouse TRPC6 channel. HEK293-TRPC6 membrane potential dye fluorescence; hits give high values. actives 0.13% (n = 310,000). AID 2550. Q61143. B-score at 10 µM;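 active means B-score of the integrated fluorescence ratio above library mean plus 3 SD, and starting fluorescence ratio within library mean plus 5 SD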;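 further: higher score means more depolarization so channel activation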
# TRPC4 potent: TRPC4 (mouse) allosteric potentiation; Q9QUQ5; HEK293 TRPC4beta/mu-opioid, DAMGO EC20, Fluo-4 Ca2+ flux; hits give high values; B-score at 10 µM; actives 0.42% (n = 310,000); AID 2227;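 active means B-score of calcium response area above 5 SD of library B-scores, with initial fluorescence ratio within 5 SD of library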;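 further: B-score of integrated fluorescence ratio over time as area under calcium response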
# HIF act: HIF pathway transcriptional activation | U2OS HRE-luciferase reporter, luminescence; normalized: DMSO 0%, desferrioxamine 100% | activation, % at 7.5 µM (by protocol) | actives 0.32% (n = 300,000);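 active means mean activation of at least 10% of the iron chelator positive control signal, with at least half of replicates also reaching 10%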
# PolyA inh: yeast polyadenylation inhibition. S. cerevisiae SKY197-pL101 polyadenylation reporter, beta-gal luminescence; efflux-impaired pdr1/pdr3 knockout yeast; score 100 = 6 SD above DMSO. calls only at 12 µM. actives 0.02% (n = 300,000). AID 1875;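 active means lowest replicate activity score at least 50, where 100 means six control SD above control mean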;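 further: yeast exposed to compound for 9 h at 30 °C; higher score means more reporter readthrough which indicates perturbed polyadenylation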
# * hit, by the source's call; i = inactive; nt = not tested or not shown. A portion of the library (hit frequency here may not be typical).
mol | MrgX1 allo act | TRPC6 activator | TRPC4 agonist | TRPC4 block | HIF act | MrgX1 antag | PolyA inh | TRPC6 inhibitor | MrgX1 agonist | AI-2 QS modul | TRPC4 potent
CC1(C)OC(=O)N2CCc3ccccc3C21C (stereo not given) | i | i | i | i | -0.3 | i | i | i | i | 12.8 | i
O=C(CNC1CCCCCC1)Nc1ccc(S(=O)(=O)NC2CC2)cc1 | i | i | i | i | -0.5 | i | i | i | i | 40.3 | i
Cc1cccc(Nc2nnc(SCC(=O)NCc3cccs3)s2)c1 | i | i | i | i | 0.4 | i | i | i | i | 18.1 | i
CC1(C)CC(=O)C/C(=N/Nc2nc3ccccc3s2)C1 | i | i | i | nt | 0.6 | i | i | i | i | 18.0 | i
Cc1ccc(-c2nc(CN3CCCC(C(=O)N4CCOCC4)C3)c(C)o2)cc1 (stereo not given) | i | i | i | i | -0.7 | i | i | i | i | 19.1 | i
CCN(CC)CCNC(=O)Cn1c(=O)c2cccn2c2ccc(F)cc21 | i | i | i | i | 1.0 | i | i | i | i | 22.1 | i
CC1CCc2c(sc3ncn(CC(=O)N=Nc4c(O)[nH]c5ccccc45)c(=O)c23)C1 (stereo not given) | i | i | i | i | -0.3 | i | i | i | i | 22.7 | i
CCN(CC)C(=O)C(=O)c1cccn1-c1cccc(Cl)c1C#N | i | i | i | i | -1.1 | i | i | i | i | 7.5 | i
CC(=O)c1cccc(CN2CCN(Cc3ccc(C)cc3)C(CCO)C2)c1 (stereo not given) | i | i | i | i | 0.3 | i | i | i | i | 10.5 | i
Cc1ccn2cc(CCNC(=O)C3CCCCC3)nc2c1 | i | i | i | i | 0.2 | i | i | i | i | 3.6 | i
CCCCn1ccnc1C(=O)c1cc(S(=O)(=O)N2CCOCC2)ccc1C | i | i | i | i | -0.4 | i | i | i | i | 13.3 | i
CCCN1C(=O)c2cc(C(=O)Nc3ccc(OC)cc3OC)ccc2C1Nc1ccc(OC)cc1OC (stereo not given) | i | i | i | i | -0.1 | i | i | i | i | 15.6 | i
O=C1CC(c2c[nH]c3ccccc23)C(=O)N1c1ccccc1 (stereo not given) | i | i | i | i | -0.3 | i | i | i | i | 8.2 | i
Cc1ccc(OCc2nc3ccccc3n2C)cc1 | i | i | i | i | 3.6 | i | i | i | i | 12.2 | i
Cc1cc(C)c(C#N)c(SCC(O)COc2ccc(Br)cc2)n1 (stereo not given) | i | i | i | i | 0.3 | i | i | i | i | 45.3 | i
O=C(COc1ccccc1Cl)NC(=S)Nc1ccc(CN2CCOCC2)cc1 | i | i | i | i | -0.2 | i | i | i | i | -0.9 | i
COc1cc(/C=N/NC(=O)Cn2nc([N+](=O)[O-])cc2C)cc(Br)c1OCc1ccccc1 | i | i | i | i | 0.3 | i | i | -5.08* | i | 31.0 | i
COc1ccc(NC(=O)c2ccc(C)cc2)cc1 | i | i | i | i | -1.5 | i | i | i | i | 10.6 | i
CCC12CN3CCN(CC(C3)/C1=N\NC(=O)Nc1ccccc1)C2 | i | i | i | i | -0.3 | i | i | i | i | 25.1 | i
COc1ccc(OC)c(C(=O)N2CCC(n3nccc3NC(=O)CC(C)C)CC2)c1 | i | i | i | i | 0.1 | i | i | i | i | 27.0 | i
CC(C)(C)c1ccc(C(=O)NNC(=O)Cc2ccccc2)cc1 | i | i | i | i | nt | i | i | i | i | -5.4 | i
CCOC(=O)N/N=C/c1cn(Cc2ccccc2Cl)c2ccccc12 | i | i | i | i | -0.1 | i | i | i | i | 2.5 | i
CCOc1ccc(C(=O)CCC(=O)NC(C)C(=O)OC)cc1 (stereo not given) | i | i | i | i | -0.3 | i | i | i | i | 25.2 | i
Cc1cccc(C(=O)CC(=O)c2cc(Cl)ccc2O)c1 | i | i | i | i | 0.8 | i | i | i | i | 148.6 | i
COc1ccc(-c2csc(NC(C)c3nc4cc(Cl)c(N5CCCCC5)cc4n3CCCO)n2)cc1 (stereo not given) | i | i | i | i | 0.1 | i | i | i | i | 28.9 | i
O=C(Cc1ccc(Cl)cc1)N1CCc2ccccc2C1 | i | i | i | i | 3.1 | i | i | i | i | 17.4 | i
O=C(O)c1nccnc1C(=O)Nc1ccccc1-c1ccccc1 | i | i | i | i | -0.8 | i | i | i | i | 28.1 | i
Cc1ccc(NC(=O)c2cccnc2)cc1S(=O)(=O)N1CCOCC1 | i | i | i | i | -0.4 | i | i | i | i | 35.5 | i
C/C(=C\C(=O)c1ccc(Cl)cc1)NCc1ccc2c(c1)OCO2 | i | i | i | i | 0.1 | i | i | i | i | 8.1 | i
N=C(c1ccc([N+](=O)[O-])cc1)N1CCCCC1 | i | i | i | i | -0.5 | i | i | i | i | 35.3 | i
CC(C)NC(=O)c1ccc(Cl)cc1Cl | i | i | i | i | 0.4 | i | nt | i | i | 14.5 | i
CCOc1cc2ccccc2cc1C(=O)Nc1ccccn1 | i | i | i | i | 1.0 | i | i | i | i | 33.2 | i
O=C(COc1cc2oc(=O)c3c(c2cc1Cl)CCC3)NCc1ccccn1 | i | i | i | i | -0.4 | i | i | i | i | 6.4 | i
Cc1cc(C)cc(OCCNC(=O)CCc2ccccc2)c1 | i | i | i | i | -0.8 | i | i | i | i | -4.0 | i
CCOC(=O)c1cc(-c2ccccc2)sc1NC(=O)CC | i | i | i | i | -0.5 | i | i | i | i | 5.9 | i
Cc1ccc(C(=O)COC(=O)C(C)N2C(=O)C3C4C=CC(C4)C3C2=O)cc1 (stereo not given) | i | i | i | i | -0.1 | i | i | i | i | 4.5 | i
Cc1nc(Nc2ccc3c(c2)OCCO3)c2nnn(Cc3ccccc3Cl)c2n1 | i | i | i | i | -1.5 | i | i | i | i | 28.0 | i
O=C(NCCN1CCOCC1)c1cc2cc([N+](=O)[O-])ccc2s1 | i | i | i | i | -0.4 | i | i | i | i | 14.2 | i
CCN(C(=O)COc1nc(C)cc(C)c1C#N)c1ccccc1 | i | i | i | i | 0.0 | i | i | i | i | 3.5 | i
Cc1ccc(/C=C/C(=O)Nc2ccc(Oc3ccccc3)cc2)o1 | i | i | i | i | 2.6 | i | i | i | i | 55.1 | i
CCN1CCC(NC(=O)Nc2cc(Cl)ccc2OC)CC1 | i | i | i | i | 0.1 | i | i | i | i | 15.7 | i
O=C(CNC(=O)c1ccco1)NCC(=O)OCc1cccc(Cl)c1 | i | i | i | i | -0.2 | i | i | i | i | 7.2 | i
Cc1nc(NC(=O)c2ccccc2)sc1-c1csc(Nc2ccc(Cl)cc2Cl)n1 | i | i | i | i | 1.4 | i | i | i | i | -15.4 | i
CC(=O)COc1cc(C)cc2oc(=O)c(C)c(C)c12 | i | i | i | i | -0.3 | i | i | i | i | 18.8 | i
CC(=O)c1cccc(NC(=O)CSCc2ccc(Br)cc2)c1 | i | i | i | i | -0.6 | i | i | i | i | -2.6 | i
COC(=O)c1ccc(C23CC4(C2)[C@H](CN(C)[C@@H]4c2ccccc2)C3c2ccc(Cl)nc2)cc1 (stereo not given in full) | i | i | i | i | 0.0 | i | i | i | i | 18.3 | i
COc1ccc(NC(=O)N2CCCC(C(=O)Nc3cccc(C)c3C)C2)cc1 (stereo not given) | i | i | i | i | 0.0 | i | i | i | i | 12.9 | i
Cc1ccc(-c2ccnc3cc(C)nn23)cc1 | i | i | i | i | 0.2 | i | i | i | i | 7.3 | i
Cc1oc(-c2ccc(Cl)cc2)nc1CS(=O)CC(=O)NC1CC1 (stereo not given) | i | i | i | i | 0.0 | i | i | i | i | 34.1 | i
N#CCCN(C(=O)COC(=O)c1ccc2c(c1)NC(=O)CS2)c1ccc2c(c1)OCCO2 | i | i | i | i | 0.9 | i | i | i | i | 7.0 | i
Cc1cc(C)cc(NC(=O)Oc2ccccc2N2CCCCC2)c1 | i | i | i | i | -0.4 | i | i | i | i | 10.2 | i
O=C(O)CSCCC(=O)Nc1ccc(F)cc1 | i | i | i | i | -0.2 | i | i | i | i | 19.1 | i
NC(=O)c1ccccc1OCC(=O)NC12CC3CC(CC(C3)C1)C2 | i | i | i | i | -0.2 | i | i | i | i | 8.4 | i
CCCCc1ccc(-n2nnnc2SCC(=O)Nc2cc(OC)c([N+](=O)[O-])cc2C)cc1 | i | i | i | i | -0.4 | i | i | i | i | 22.4 | i
O=C(Cc1nnc(NC(=O)Nc2ccccc2)s1)Nc1ccccc1 | i | i | i | i | -0.3 | i | i | i | i | 15.4 | i
COc1cccc(/C=N/n2nnnc2N)c1O | i | i | i | i | -0.6 | i | i | i | i | 5.9 | i
COCCCNC(=O)c1cccc(OC)c1OC | i | i | i | i | 0.5 | i | i | i | i | 5.2 | i
Cc1ccc2c(c1)c1c3n2CCN(C(=O)Cn2c(-c4ccccc4)noc2=O)C3CCC1 (stereo not given) | i | i | i | i | -0.2 | i | i | i | i | 25.0 | i
CCNC(=S)Nc1ccc(Cc2nc3ccccc3[nH]2)cc1 | i | i | i | i | 1.7 | i | i | i | i | 10.6 | i
O=C(CN1CCN(c2ccc(F)cc2)CC1)NCc1ccc(Cl)cc1 | i | i | i | i | 0.4 | i | i | i | i | 5.2 | i

# The listing continues:
mol | MrgX1 allo act | TRPC6 activator | TRPC4 agonist | TRPC4 block | HIF act | MrgX1 antag | PolyA inh | TRPC6 inhibitor | MrgX1 agonist | AI-2 QS modul | TRPC4 potent
OCCNc1nc(Nc2ccc(Cl)c(Cl)c2)nc2ccccc12 | i | i | i | i | 2.4 | i | i | i | i | -19.4 | i
O=C(/C=C/NNC(=O)c1ccccc1)c1ccccc1 | i | i | i | i | 0.9 | i | i | -6.16* | i | 9.5 | i
O=c1c(-c2nnc(SCc3ccc(Cl)cc3Cl)o2)cccn1Cc1ccccc1 | i | i | i | i | -0.1 | i | i | i | i | 33.1 | i
FC(F)(F)c1ccc(CN2C[C@@H]3C(c4ccccc4)C4(c5cccnc5)CC3(C4)[C@H]2c2ccccc2)cc1 (stereo not given in full) | i | i | i | i | -0.5 | i | i | i | i | -16.5 | i
COC(=O)c1ccc(/C=C(\C#N)C(=O)NC(C)c2ccccc2)cc1 (stereo not given) | i | i | i | i | -0.1 | i | i | i | i | 43.3 | i
COc1ccc(CNC(=O)CN(C(=O)Cn2nnc(-c3ccccc3F)n2)c2ccc(C)cc2)cc1 | i | i | i | i | -0.4 | i | i | i | i | -8.3 | i
Cc1noc(C)c1C(=O)Nc1nnc(CC(C)C)s1 | i | i | i | i | 0.7 | i | i | i | i | 1.8 | i

# Screening results (PubChem BioAssay)
